Compound activity: PubChem BioAssay, National Center for Advancing Translational Sciences (NCATS)
BAZ2B block – inhibitors of human BAZ2B bromodomain. Q9UIF8. AlphaScreen BAZ2B-H3K14Ac peptide displacement. Potency, µM (highest dose often 114 µM), for inactives: at the highest dose activity change, negative = inhibition, actives largely listed as inhibitors. hit rate 4.4% among 360,000; note: potency is the fitted concentration of half-maximal effect; % is set by controls: 0 for no effect and ±100 for the full control effect; nearly all actives have a fitted effect of over 60% in size
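AlphaScreen displacement: compounds (up to 110uM) incubated 30 min at room temperature with a preformed 50 nM BAZ2B/50 nM biotinylated H3K14Ac peptide complex in PBS pH 7.4 with Tween-20. Donor and acceptor beads at 10 ug/mL final added, 20 min light-protected before reading.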
GLS inh – inhibitors of human glutaminase (GLS); O94925; hit rate 0.21% among 410,000; GLS enzymatic activity, qHTS titration; Potency, µM (highest dose often 45.5 µM), for the others: top-dose activity change, negative = inhibition, actives largely listed as inhibitors; note: potency is the fitted concentration of half-maximal effect; % is set by controls: 0 for no effect and ±100 for the full control effect
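Human kidney-isoform GLS in 45 mM KH2PO4 pH 8.2, 0.02% Tween-20, with compound, started with 1mM L-Glutamine (added stock). Glutamate oxidase/HRP/Amplex red coupled fluorescence read at start and after 30 min at RT.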
ALOX12 inh – ALOX12 (human) lipoxygenase inhibition; purified 12hLO, xylenol orange hydroperoxide absorbance; Potency, µM (doses to about 108 µM), for the others: at the highest dose activity change, negative = inhibition, actives largely listed as inhibitors; hit rate 1.1% among 580,000; AID 1671190; note: potency is the fitted concentration of half-maximal effect; % is set by controls: 0 for no effect and ±100 for the full control effect
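Purified human 12hLO (150 nM final) in 25 mM Hepes, 0.01% Triton X-100, pH 7.0 was preincubated 15 min at room temperature with compound. Then 40 uM arachidonic acid was added, 30 min. Hydroperoxide was read by Fe-XO absorbance ratio 573/405 nm.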
G9a block – blocks human histone lysine methyltransferase G9a; G9a H3K9 monomethylation, AlphaScreen, 2 h; hit rate 8.8% among 350,000; AID 504332; Potency, µM (top dose mostly 102 µM), for the others: at the top dose activity, negative = inhibition, actives largely listed as inhibitors; note: potency is the fitted concentration of half-maximal effect; % is set by controls: 0 for no effect and ±100 for the full control effect; nearly all actives have a fitted effect of over 75% in size
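Chemiluminescent proximity detection of H3K9 monomethylation, read after 10 min bead incubation in the dark. Reaction: 20 nM G9a, 500 nM biotin-H3K9 peptide, 20 uM SAM cofactor, 2 h, room temperature, following 15 min enzyme-compound preincubation.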
HP1b chromo inh – blocks HP1-beta chromodomain binding to methylated histone tails; P83916; AlphaScreen HP1-beta / biotin-H3K9me3 peptide binding; Potency, µM (titrated, usually from 114 µM), for the others: top-dose activity change, negative = inhibition, actives largely listed as inhibitors; hit rate 0.56% among 390,000; AID 540317; note: potency is the fitted concentration of half-maximal effect; nearly all actives have a fitted effect of over 70% in size; inactives centre near 23
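HP1-beta protein (50 nM final) preincubated 30 min at room temperature with biotinylated H3(1-18)K9me3 peptide (50 nM) in PBS pH 7.4, 0.01% Tween-20, then compound added for 30 min. AlphaScreen streptavidin donor/nickel chelate acceptor beads (10 ug/mL final), 30 min dark, luminescence read.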
RGS4 inh – blocks human RGS4-accelerated GTP hydrolysis | hit rate 0.039% among 390,000 | Transcreener GDP fluorescence polarization, RGS4-accelerated GTP hydrolysis | P49798 | Potency, µM (doses to about 114 µM), for the others: at the highest dose activity change, negative = inhibition, usual class: inhibitors; note: potency is the fitted concentration of half-maximal effect; % is set by controls: 0 for no effect and ±100 for the full control effect; nearly all actives have a fitted effect of over 75% in size; some results filed as inactive show a strong effect at the top dose
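MLSMR compounds (23 nl, pin-transferred) preincubated 10 min at room temperature with a 500nM (2x) first reagent, then RGS4 at 900nM (2x) plus Transcreener GDP mix added; fluorescence polarization (620/688 nm) read before and after 90 min at 30 °C.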
JMJD2A Tudor – JMJD2A Tudor domain (human) inhibition | O75164 | AlphaScreen JMJD2A-Tudor / H3K4me3 peptide binding | Potency, µM (top dose mostly 114 µM), for inactives: at the top dose activity change, negative = inhibition, usual class: inhibitors | hit rate 4.4% among 390,000 | AID 504339; note: potency is the fitted concentration of half-maximal effect; % is set by controls: 0 for no effect and ±100 for the full control effect; nearly all actives have a fitted effect of over 50% in size
PI4K2A block – blocks human PI4K2A kinase activity. AID 1346378. activity change, negative = inhibition, % at 76.9 µM. hit rate 0.13% among 420,000. purified PI4K2A, ADP-Glo luminescence, 1 h; stronger effect = lower value; in the data active = activity change below about -50%; inconclusive = mostly about -30% to -49%;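 note: -100% = wells without enzyme as full effect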
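Compounds are screened against recombinant PI4K2A using PI as substrate and ATP, the latter dispensed at 300 microM. Reactions run one hour at ambient temperature before ADP-Glo detection; full inhibition defined by wells lacking enzyme.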
ERG Ets-DNA blk – blocks human ERG Ets domain binding to DNA | P11308 | fluorescence polarization, His-ERG Ets domain / labelled DNA | Potency, µM (doses to about 76.9 µM), for the others: top-dose FP activity, negative = inhibition, actives largely listed as inhibitors | hit rate 0.028% among 370,000 | AID 624246; active = well fitted inhibition curve with a large enough effect in the polarisation, with a control signal flat; inconclusive = small, poorly fitted or top-dose-only effect, or effect the other way, or a change in a side signal; inactive = no such curve, though single readings can be large or run the other way; the % refers to the polarisation;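 note: polarization taken with two DNA probes labelled with fluorescein and Texas red; potency is the fitted concentration of half-maximal effect; % of control where 0% means no effect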
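His-tagged ERG Ets domain (1 uM in the protein solution; 300mM KCl, 50mM Tris-HCl, 1mM EDTA, 1mM DTT, pH 7.5) received compound, then a probe mix of 5 nM fluorescein-DNA and 100nM Texas-615-DNA. Fluorescence polarization was read for both dyes.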
* hit, by the source's call; ? = inconclusive; / = no result given; & = joins results of further samples; ! = repeats disagree; [ ] = dose if it differs, or a comment. Unless noted, calls come from the whole dose curve; as a rule, active = well fitted curve in the direction sought with a large enough effect; inconclusive = small, poorly fitted or top-dose-only effect, or another doubt; inactive = no such curve, though single readings can be large; an effect the other way counts as inactive or inconclusive.

SMILES | BAZ2B block | GLS inh | ALOX12 inh | G9a block | HP1b chromo inh | RGS4 inh | JMJD2A Tudor | PI4K2A block | ERG Ets-DNA blk
Cc1ccc(CNC(=O)c2ccc(CSc3nc4ccncc4n3Cc3ccc(C)cc3)cc2)cc1 | 10% | -7% | -2% | 20%[59 µM] | 44%[activator] | 14% | -17% | -1 | 7%
C[C@H](O)[C@H]1CC[C@H]2[C@@H]3CCC4=CC(=O)CC[C@]4(C)[C@H]3CC[C@]12C | -39% | -15% | -5% | ? | 50%[activator] | -11% | -7% | -8 | -10%
COc1ccc2c(c1)[C@@]13CCC=C[C@H]1[C@@H](C2)NCC3 | -6% | -10% | -1% | -5%[59 µM] | 8% | 9% | -21% | 0 | -6%
COP(=S)(OC)Oc1ccc(S(=O)(=O)N(C)C)cc1 | / | -14% | 11µM*! | 10µM* | / | / | / | -4 | /
CCCCCCOc1ccc(CN2CCN(CCO)CC2)cc1 | ? | 1% | ? | ? | 17% | 4% | -25% | -2 | -1%
c1ccc(CNCCc2c[nH]c3ccccc23)cc1 | ? | 11% | ? | 4% | 12% | -6% | -17% | -1 | 5%
COc1ccccc1N1CCN(Cc2ccccc2Cl)CC1 | 35µM* | 4% | -15% | 14µM* | -45% | 9% | 3.2µM* | 8 | 3%
O=c1c2ccccc2nc(/C=C/c2ccc(O)cc2)n1-c1cccc(O)c1 | -28% | 7% | ? | -11% | 26% | -2% | -20% | -2 | -3%
C[C@H]1CCC[C@H](O)CCCCCc2cc(O)cc(O)c2C(=O)O1 | -18% | 18%&2% | 0% | 6%&24%[59 µM] | 17% | 13% | -15% | 0 | -1%
Cc1cc(SCC(=O)N/N=C/c2ccco2)nc2ccccc12 | ? | 0% | -12% | / | 14% | -19% | -27% | -3 | 1%
Cc1cccc(-n2c(O)c(C=NCCN3CCNCC3)c(=O)[nH]c2=S)c1 | -25% | -12% | 0% | -36% | 34% | 5% | -6% | 6 | -19%
CCC(=NC1CCN(Cc2ccccc2)CC1)c1c(O)[nH]c(=O)[nH]c1=O | 42%[activator] | -2% | ? | -10% | 31% | 6% | -15% | -2 | 2%
COCCCNC(=O)c1c(NC(=O)c2ccco2)n(Cc2ccccc2)c2nc3ccccc3nc12 | 1% | -9% | 408%[activator] | ? | ? | ? | ? | -57* | 3%
CNc1cc(N2CCNCC2)ccc1[N+](=O)[O-] | -1% | -3% | -22% | / | 31% | 18% | -7% | 15 | -5%
COc1cccc(C(=O)N2C[C@H]3C[C@@H](C2)c2cccc(=O)n2C3)c1 | -20% | 1% | 7% | 2%[12.7 µM] | 26% | -10% | -7% | 3 | -6%
CN1C(=O)COc2c(C(=O)NC3CN4CCC3CC4)cc(Cl)cc21 (centres undefined) | -3% | -7% | 23%[57.4 µM] | 26%&-14%[59 µM] | / | / | / | 1 | /
O=C1CCN(Cc2ccc(Cl)cc2)N1 | -7% | 36%[activator] | / | 19% | 24% | 17% | -3% | 2 | -5%
COc1cc(CC2(CCc3ccncc3)C(=O)NC(=O)NC2=O)cc(OC)c1OC | -12% | 3% | 1% | 6% | -18% | 8% | -15% | -1 | 2%
COC(=O)CCCC(NC(=S)N1CC2C[C@@H](C1)Cn1c2cccc1=O)C(=O)OC (some centres undefined) | 13% | -6% | 0% | ? | 28% | -20% | -11% | 3 | -2%
C[C@]12CCC3C(CC[C@H]4C[C@H](O)CC[C@]34C)C1C[C@H](O)[C@@H]2O (some centres undefined) | / | 1% | -1% | / | -3% | 1% | ? | -2 | 2%
COC(=O)C1=C(c2cccc(OCc3ccccc3)c2)C[C@@H]2CC[C@H]1N2C(=O)NCc1ccccc1OC | -2% | 2% | 0% | -8%[2.33 µM] | 6% | 13% | -24% | -1 | 4%
CC12CCCCC1(O)[N+](=O)C1=C(CCCC1)N2[O-] (centres undefined) | ? | -24% | ? | ? | 24% | 0%[11.4 µM] | -11%[57.1 µM] | -1 | -5%
CCOc1ccc(Br)c(C2(O)CC(C)N(C)CC2C)c1 (centres undefined) | -7% | 0% | 0% | 23%[12.7 µM] | 12% | -39% | -2% | -6 | 4%
Cc1cccc(-n2c(C)nc3ccc(Cl)cc3c2=O)c1 | 0% | 1% | 14% | -7% | 14% | 9% | -4% | -1 | -4%

Single records, from the list above. Order of screens: BAZ2B block | GLS inh | ALOX12 inh | G9a block | HP1b chromo inh | RGS4 inh | JMJD2A Tudor | PI4K2A block | ERG Ets-DNA blk
Profile of COc1cc(CC2(CCc3ccncc3)C(=O)NC(=O)NC2=O)cc(OC)c1OC = -12% | 3% | 1% | 6% | -18% | 8% | -15% | -1 | 2%
Profile of CN1C(=O)COc2c(C(=O)NC3CN4CCC3CC4)cc(Cl)cc21 (centres undefined) = -3% | -7% | 23%[57.4 µM] | 26%&-14%[59 µM] | / | / | / | 1 | /

(listing goes on)
SMILES | BAZ2B block | GLS inh | ALOX12 inh | G9a block | HP1b chromo inh | RGS4 inh | JMJD2A Tudor | PI4K2A block | ERG Ets-DNA blk
CCN(C[C@H]1N[C@@](C)(C(=O)OC)[C@H]2C(=O)N(Cc3ccccc3)C(=O)[C@@H]12)S(=O)(=O)c1ccc(C(C)(C)C)cc1 | / | -7% | 7% | / | 13% | -15% | ? | 6 | 6%
CCCC1CCCCN1 (centres undefined) | / | -4% | 3%&21% | -34%[12.7 µM] | / | / | / | 0 | /
Cc1ccc(OCC(=O)Nc2ccc(Cl)cc2C(=O)c2ccccc2)cc1 | -8%&8% | 5%&-1% | -1%&12% | 11%[59 µM] | 16%&40% | 10%&-4% | -20%&-3% | -7&-3 | 1%&3%
Cc1ccc(NC(=O)Cn2c(=O)oc3ccccc32)cc1C | 0%&-4% | 7%&13% | -76%&-13% | -14% | -7%&62% | ? | ? | -3&0 | -5%&-3%
CN1C(=O)CC(c2ccccc2)Nc2ccccc21 (centres undefined) | -15% | 6% | ? | ? | 10% | 36% | ? | 1 | 14%
CN1CCN(Cc2ccc(OC(F)(F)F)cc2)CC1 | 56µM* | -3% | -26% | ? | 30% | -48% | ? | -7 | -7%
O=C(Nc1ccccc1[N+](=O)[O-])c1ccc(S(=O)(=O)N2CCCC2)cc1 | ? | -11% | 0% | -7% | 23% | 8% | -19% | 6 | -18%
COc1ccc(Cl)cc1NC(=O)C1CCN(c2nnc(C)c3c(C)n(-c4ccccc4)nc23)CC1 | -11% | -24% | -27% | -27%[59 µM] | 43%[activator] | 9% | -8% | -3 | 0%
COc1ccc(NP(=O)(Oc2cccc(C)c2)Oc2cccc(C)c2)cc1OC | ? | 6% | 0% | 6%[12.7 µM] | 4% | 14% | ? | 3 | 6%
C=CC1CN2CCC1CC2[C@@H](OC(=O)c1ccc(OC)cc1)c1ccnc2ccccc12 (some centres undefined) | ? | 0% | ? | ? | ? | -16% | ? | -3 | 1%
NC(=O)c1cc([N+](=O)[O-])cc([N+](=O)[O-])c1 | / | 0%&2% | 24% | -17%[2.33 µM] | 48%[activator] | 3% | -17% | -2&2 | -9%
CCCCCCn1c(O)c(C=NCCCn2ccnc2)c(=O)[nH]c1=O | 5% | 11% | -8% | -4%[59 µM] | 23% | 9% | 0% | 7 | -6%
COc1ccccc1Oc1c(C)oc2cc(OC(=O)N(C)C)ccc2c1=O | 1% | 3% | ? | 0%[2.33 µM] | 23% | -6% | -4% | -1 | -2%
CC/C(=N\N1CCN(C)CC1)c1c(O)[nH]c(=O)[nH]c1=O | 10% | -1% | -14% | 3%[59 µM] | 28% | 5% | -7% | -1 | -3%
CNC(=O)c1cccn(Cc2cc(C(F)(F)F)cc(C(F)(F)F)c2)c1=O | -12% | -10% | 9% | 17% | -11% | ? | -29%[57.1 µM] | 4 | 6%
O=c1[nH]c(=O)n(-c2cccc3ccccc23)c(O)c1C=NCc1ccc2c(c1)OCO2 | -4% | 0% | -1% | -6%[59 µM] | 19% | -5% | -9% | 3 | 4%
CC1CCC(C(C)C)C(OC(=O)COC(=O)c2ccccc2N)C1 (centres undefined) | 107%[activator] | 3% | -17% | 122%[activator][59 µM] | 134%[activator] | -5% | 81%[activator] | 3 | /
CN1CC(C(=O)c2ccc(Cl)cc2)C(c2ccccc2)C1 (centres undefined) | -16% | 0% | ? | 45µM* | -9% | 31% | -24% | 3 | 4%
COC(=O)C1=C(c2ccc(C(C)=O)cc2)C[C@@H]2CC[C@H]1N2C(=O)N1CCCCC1 | -3% | 3% | / | -7%[2.33 µM] | 63%[activator] | -8% | -3% | -1 | 3%
COc1cc(CN2CCN(C(=O)Cc3ccccc3)CC2)cc(OC)c1OC | ? | 3% | ? | 25µM* | ? | 22% | 7.1µM* | 13 | 4%
CCCc1nc(SC)ncc1C(=O)Nc1ccc(Cl)cc1C(=O)c1ccccc1 | -13% | -1% | -27% | 1%[59 µM] | -17% | 7% | -26% | 0 | -3%
CC1C2Cn3c(nc4ccccc43)C1N(C)O2 (centres undefined) | 0% | 1% | 0% | 11%[12.7 µM] | 29% | 6% | -22% | 0 | -1%
COc1ccc(-c2nc3ccc(C(=O)N4CCC5(CC4)OCCO5)cc3nc2-c2ccc(OC)cc2)cc1 | 10% | 1% | -30% | / | 84%[activator] | 7% | 8% | -7 | 5%
CN(C)CCn1cnc2ccccc21 | -16% | 10% | -12% | 16%[59 µM] | 51%[activator] | 13%[11.4 µM] | -12%[11.4 µM] | 8 | -4%

An excerpt. The share of hits here may be higher or lower than overall.
